Sm TGR inh: qHTS Assay for the Inhibitors of Schistosoma Mansoni Peroxiredoxins; purified TGR, DTNB reduction, TNB absorbance 405 nm; Potency, µM (series often up to 114 µM), inactives show at the top dose activity change, negative = inhibition, actives largely listed as inhibitors; actives 3% (n = 360,000); AID 485364, 2010; note: potency is the fitted concentration of half-maximal effect; % is set by controls: 0 for no effect and ±100 for the full control effect; nearly all actives have a fitted effect of over 60% in size
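TGR 20 nM + NADPH 100 uM (dispensed conc.), cpd preinc 15 min RT; start with NADPH (500 uM addition) then DTNB (15 mM addition). Kinetic TNB absorbance, 405 nm filter. Four-parameter Hill fit across titration.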
Pf growth 96h: Primary qHTS for delayed death inhibitors of the malarial parasite plastid, 96 hour incubation | P. falciparum luciferase reporter growth, 96 h | Potency, µM (doses to about 28.7 µM), for the others: at the highest dose activity change, negative = inhibition, actives largely listed as inhibitors | actives 6.9% (n = 320,000); note: potency is the fitted concentration of half-maximal effect; % is set by controls: 0 for no effect and ±100 for the full control effect
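Two-generation exposure (96 h) targets delayed-death phenotype. Reporter parasites carrying integrated firefly luciferase, in red cells at 2% hematocrit and 0.05% parasitemia final, kept at 37 C, 5% CO2; luminescence loss indicates inhibition.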
Cycloheximide cs: Cycloheximide Counterscreen for Small Molecule Inhibitors of Shiga Toxin | cell reporter, cycloheximide protein synthesis inhibition counterscreen | max response, % | actives 12% (n = 300,000); in the data active = max response mostly above about 13%, no sharp cut-off; inactive = mostly below about 14%; note: read at 38.3 µM for the half of the compounds with a filed dose; 0% is about no effect
FBPA Giardia inh: qHTS Assay for Inhibitors of Fructose-1,6-bisphosphate Aldolase from Giardia Lamblia; Potency, µM (top dose mostly 59.6 µM), for the others: at the highest dose activity, negative = inhibition, actives largely listed as inhibitors; purified Giardia FBPA; actives 0.71% (n = 290,000); note: potency is the fitted concentration of half-maximal effect; % is set by controls: 0 for no effect and ±100 for the full control effect; nearly all actives have a fitted effect of over 55% in size
Target sequence (A8B2U2 whole entry, looked up): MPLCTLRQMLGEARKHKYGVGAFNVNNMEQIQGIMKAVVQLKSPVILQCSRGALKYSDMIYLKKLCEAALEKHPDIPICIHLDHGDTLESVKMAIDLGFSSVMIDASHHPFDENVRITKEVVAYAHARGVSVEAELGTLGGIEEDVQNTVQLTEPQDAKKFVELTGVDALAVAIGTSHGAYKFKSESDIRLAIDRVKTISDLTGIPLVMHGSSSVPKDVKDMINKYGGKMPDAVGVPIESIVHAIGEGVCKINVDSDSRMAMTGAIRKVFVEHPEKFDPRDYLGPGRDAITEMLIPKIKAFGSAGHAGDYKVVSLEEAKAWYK
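Giardia FBPA (40 nM reagent) was preincubated 10 min at RT with compound (up to 57.5 uM final), then substrate plus GAPDH/TPI/NAD/arsenate coupling system with diaphorase/resazurin was added; resorufin fluorescence (525/598 nm) was read after 20 min.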
Pf growth 48h: Primary qHTS for delayed death inhibitors of the malarial parasite plastid, 48 hour incubation | Potency, µM (doses to about 28.7 µM), without a hit: at the highest dose activity change, negative = inhibition, hits mostly inhibitors | P. falciparum luciferase growth in erythrocytes, 48 h | AID 504832, 2011 | actives 5.9% (n = 310,000); note: potency is the fitted concentration of half-maximal effect; % is set by controls: 0 for no effect and ±100 for the full control effect
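Luciferase-expressing parasites in RBCs, 2% Hct / 0.1% parasitemia final; RPMI 1640 + 0.5% Albumax; 37 C, 5% CO2, one generation; luminescence read-out, lower signal = inhibition.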
Shiga inhibitor: A qHTS for Small Molecule Inhibitors of Shiga Toxin; Vero cells, Shiga toxin protein synthesis inhibition reporter; inhibition, % at 38.7 µM; actives 9.2% (n = 290,000); in the data active = inhibition mostly above about 28%, no sharp cut-off; inactive = mostly below about 43%; note: 0% is about no effect
Active calls of the source: *; ? = inconclusive; nt = no result given; & = joins results of further samples; [ ] = remark or other dose. Unless noted, calls come from the whole dose curve; as a rule, active = well fitted curve in the direction sought with a large enough effect; inconclusive = small, poorly fitted or top-dose-only effect, or another doubt; inactive = no such curve, though single readings can be large; an effect the other way counts as inactive or inconclusive.

structure	Sm TGR inh	Pf growth 96h	Cycloheximide cs	FBPA Giardia inh	Pf growth 48h	Shiga inhibitor
O=C(CN1CCC(n2nnc3cc(F)ccc32)CC1)NC1CCCCC1	4%	-14%	-2	5%	?	13
Cc1c(OCC(=O)NCCCN2CCOCC2)ccc2c1oc(=O)c1ccccc12	0%	?	-1	nt	?	-7
O=c1nc(Nc2ccccc2)sc2ccc([N+](=O)[O-])cc12	-9%	?	-8	-5%	11%	-6
CCc1cc(=O)oc2c(C)c(OCC(=O)N3CC[C@@]4(O)CCCC[C@H]4C3)ccc12	1%	-26%	-1	?	-24%	-5
O=C(N/C(=C/c1cccs1)C(=O)N1CCCC1)c1ccccc1	6%	37%[activator]	1	3%	30%	-7
O=C(NCCCN1CCOCC1)C1CCN(S(=O)(=O)c2cccc(C(F)(F)F)c2)CC1	15%	68%[activator]	nt	nt	3%	nt
Cc1ccccc1-c1cccc(CN2CCN(C)C(CCO)C2)c1 (stereo not drawn)	-10%	?	0	0%	?	nt
CCOC(=O)c1nnn(-c2ccc(OC)cc2)c1N	-11%	19%	9	-1%	71%[activator]	31
CCCS(=O)(=O)NCCc1cc2c(C)ccc(C)c2[nH]c1=O	5%	77%[activator]	3	-9%	6%	-30
c1cc(OCCCN2CCCCC2)ccc1CN1CCCCC1	0%	-15%	-3	8%	nt	-1
N#Cc1c(N)c(C#N)c(-c2ccc(O)cc2)c2c1CCCC2	9%	-28%	-3	0%	-2%	-29
COc1ccc(CCNC(=O)CSc2ccc3ccccc3c2)cc1OC	-17%	?	1	-7%	-18%	1
O=C(Nc1ccccc1)C1CC(=O)n2ncnc2N1 (stereo not drawn)	9%	18%	-1	-29%	7%	-4
CN1CCN(CCn2c(=S)[nH]c3ccccc3c2=O)CC1	8%	24%	-3	6%	-10%[0.00184 µM]	-6
C/C(NC1CCCC1)=C(/C#N)C(N)=O	-1%	9%	1	1%	0%	-13
Cc1cccc(Nc2nc(-c3sc(C)nc3C)cs2)c1	19%	?	29*	6%	18%	50*
CN1CCN(c2ncnc3c2[nH]c2ccc(F)cc23)CC1	-6%	?	1	1%	2.9µM*	-12
Cc1ccc(-c2ccc(S(=O)(=O)Nc3cccnc3)cc2)cc1	-2%	25%	-3	nt	15%	-27
CCc1ccc2[nH]c(=O)c(C(c3nnnn3Cc3ccc(OC)cc3)N3CCOCC3)cc2c1 (stereo not drawn)	-15%	15%	-2	-1%	-19%	-11
Cn1c(CC(=O)Nc2ccccc2)nnc1SCC(=O)c1ccccc1	-29%	nt	4	2%	-23%	1
CCOC(=O)N1CCN(C(=O)Nc2ccc3nccnc3c2)CC1	-30%	-6%	7	-26%	?	1
O=C(COC(=O)c1ccc(N2CCCC2=O)cc1)c1ccc(OC(F)F)cc1	-3%	-3%	2	3%	5%	-2
Cc1c(CCOC(=O)c2ccc([N+](=O)[O-])cc2)sc[n+]1CC(=O)c1ccccc1	?	31%[activator]	-3	7%	8%	16
CCCN(CCC)C(=O)c1ccccc1C(=O)N(CCC)CCC	-1%	-19%	-3	1%	-2%	-3
Cc1ccc(C(C)C)cc1OCCn1cncn1	-19%	0%	-2	22µM*	0%	-1
O=C1NCCN1C(=O)N(c1ccccc1)c1ccccc1	-21%	19%	-4	5%	-11%	-6
CC(=O)N(Cc1cc(=O)[nH]c2ccccc12)c1ccccc1C	-20%	-24%	-2	-2%	-22%	-2
CCOc1ccc(S(=O)(=O)NCc2cccs2)cc1	0%	21%	-2	-5%	nt	-3
O=C(c1cccc(S(=O)(=O)N2CCOCC2)c1)N(CCc1ccccc1)Cc1ccccc1	0%	?	nt	nt	?	nt
O=C(Nc1ccc(C(=O)NCCCN2CCN(c3ccc(F)cc3)CC2)cc1)C1=CSCCO1	-1%	12µM*	1	nt	?	3
Cc1c(NC(=O)Nc2ccc(C(C)(C)C)cc2)c(=O)n(-c2ccccc2)n1C	1%	4%	-1	-8%	5%	-10
O=c1c2ccccc2nc(-c2ccccc2)n1-c1ccccn1	0%	27%	-4	4%	-24%	-4
O=C(c1ccco1)N1CCN(/C(=N/S(=O)(=O)c2cccs2)c2ccccc2Cl)CC1	-32%	?	1	3%	-2%	-3
CCCCCn1c(SC(C)C(C)=O)nc2c1c(=O)[nH]c(=O)n2C (stereo not drawn)	5%	?	-5	3%	nt	-12
CC(=O)c1ccc(OCCCC(=O)Nc2cccc(S(=O)(=O)N(C)C)c2)cc1	6%	-5%	-2	3%	-1%	1
CCCCN(Cc1ccccc1)C(=O)C1CCN(Cc2sccc2C)CC1	-9%	?	-5	-7%	-28%	-8
Cc1ccc(C)c(OCC(O)CN2CCC(CN3C(=O)c4cccc5cccc(c45)C3=O)CC2)c1 (stereo not drawn)	-9%	0%	-1	8%	6%	-5
COc1cc(Cl)c(C)cc1NC(=O)c1ccc2c(SCC(=O)O)c3c(nc2c1)CCCC3	-2%&2%	32%[activator]	-3	24%	?	18
Clc1cccc(Cl)c1COc1ccncc1	3%	-1%	-2	2%	15%	10
Cc1cc(C)cc(NC(=S)NCCc2c[nH]c3ccccc23)c1	11%	-8%	-4	0%	?	-9
COc1cc(NC(=O)C(=O)Nc2ccc3nc4n(c(=O)c3c2)CCCCC4)cc(OC)c1OC	10%&0%	0%	2	1%	7%	-10
O=C(C1CC1)N1CCc2cc(Br)cc(S(=O)(=O)NCc3ccco3)c21	?	40%[activator]	28*	-10%	-22%	53*
CN(C)S(=O)(=O)c1ccc(C(=O)N2CCC(c3nc4ccccc4o3)CC2)cc1	-18%	?	-1	0%	-27%	-1
CC(=O)N/C(=C\c1ccc(Br)s1)C(=O)O	1%	nt	6	4%	35%[activator]	8
Cc1ccc(O)c(-c2[nH]ncc2C(=O)c2ccc(Br)cc2)c1	-9%	-29%	-3	-1%	?	-8
CC(=O)c1cccc(NC(=O)CN(Cc2ccccc2)S(C)(=O)=O)c1	0%	nt	-2	4%	13%	-9
CC(C)[C@H](NC(=O)c1cccc(S(=O)(=O)N2CCCC2)c1)c1nc2ccccc2[nH]1	9%	-38%	-3	5%	?	-6
O=c1c2cnn(-c3ccccc3)c2ncn1Cc1cccnc1	1%	?	-1	7%	17%	-17
Cc1cccc(NC(=O)C2CCCN(c3ncnc4c3nc3n4CCCCC3)C2)n1 (stereo not drawn)	1%	?	-4	2%	?	-7
CCc1c(O)c(-c2ccccc2)c(=O)n(-c2ccccn2)c1-c1ccccc1	-15%	110%[activator]	-2	-14%	-4%	-8
COc1ccc(NC(=O)NC2(C(=O)N3CCCC(C)C3)CCCCC2)cc1 (stereo not drawn)	7%	17%	-6	nt	-1%	16
C=C(C)COc1ccc(-c2n[nH]c(C)c2-c2ccc(Br)cc2)c(O)c1	8%	?	-2	-8%	?	-4
Cc1sc2nc3n(c(=O)c2c1C)Cc1ccccc1-3	7%	-5%	34*	8%	63%[activator]	77*
O=C(c1cn[nH]c1)c1cc(F)ccc1O	3%[11.4 µM]	6%	-4	7%	nt	-3
Cc1ccc(N(C(=O)c2ccc(CN3CCOCC3)o2)C(C(=O)NCCC(C)C)c2cccs2)c(C)c1 (stereo not drawn)	-5%	17%	-3	6%	10µM*	-2
COc1ccccc1NC(=S)NC1CCCCCCCCCCC1	11%	?	1	0%	1.5µM*	9

Later entries:
structure	Sm TGR inh	Pf growth 96h	Cycloheximide cs	FBPA Giardia inh	Pf growth 48h	Shiga inhibitor
CCOC(=O)C1CCCN(c2c(NCCc3ccc(C)cc3)c(=O)c2=O)C1 (stereo not drawn)	0%	-25%	1	1%	?	-2
COc1cccc(CNC(=O)Cn2c(=O)c3cccn3c3ccccc32)c1	-1%	-2%	-3	nt	-16%	2
Cc1noc(/C=C/c2ccc(-c3ccccc3Cl)o2)c1[N+](=O)[O-]	-17%	nt	-7	0%	13%	20
O=C(NCCN1CCOCC1)c1cccc(S(=O)(=O)Nc2ccc(F)cc2)c1	-18%	?	nt	nt	?	nt
c1cncc(-c2nn3c(Cn4cnc5ccccc54)nnc3s2)c1	1%	-1%	-1	-1%	11%	-2
CC(=O)Oc1ccc2nc(CN3C(=O)c4ccc([N+](=O)[O-])cc4C3=O)oc(=O)c2c1	-11%	?	-3	-14%	9%	-6
Cc1ccc(S(=O)(=O)N(C)c2ccc(OCC(=O)Nc3nc4ccccc4s3)cc2)cc1	?	3.3µM*	13	-1%	4.7µM*	1
Cn1c(=O)c2c(c3ccccc31)OC(C)(C)CC2	-3%	5%	1	-12%	-3%	-12
CCC(NC(=O)c1ccccc1NC(=O)c1ccco1)C(=O)O (stereo not drawn)	0%	0%	-4	10%	4%	-22
CCN(CC)C(=O)N1CCN(S(=O)(=O)c2ccc(C)c(C)c2)CC1	50%[activator]	nt	-2	6%	-6%	-10
CC(Oc1ccc(C(=O)NC2CCCCC2)cc1)C(=O)O (stereo not drawn)	-4%	nt	-1	2%	3%	-8
COC(=O)c1[nH]c2ccc(C)cc2c1NS(=O)(=O)c1ccc(F)c(C)c1	-24%	?	-6	-24%	?	11
O=C(C[N+]12CCC(CC1)C(C(O)(c1ccccc1)c1ccccc1)C2)c1ccc(Br)cc1 (stereo not drawn)	3%	8.3µM*	-4	3%	?	-4
O=C(Cc1ccsc1)NCC(=O)Nc1ccc(F)c(F)c1	29%	?	-1	nt	-6%	-16
O=C1CSC(=Nc2cc(Cl)ccc2Cl)N1	?	8%	-3	-1%	-20%	-4
Cc1ccc2nc(N3CCN(C)CC3)c(C=O)c(=O)n2c1	5%	17%	-2	3%	17%	-5
CC(C)(C)NC(=O)NC(=O)COC(=O)CCCc1c[nH]c2ccccc12	13%	nt	15	-13%	?	-3
O=C(COC(=O)/C=C/c1cccc(Br)c1)NCc1ccco1	0%	15%	nt	nt	12%	nt
O=C(O)CCSc1nnc(COc2ccc([N+](=O)[O-])cc2)n1-c1ccccc1	-9%	-11%	1	20%	4%	-12
Cc1cccc(C)c1NC(=O)CC(NCc1ccco1)C(=O)O (stereo not drawn)	-5%	34%[activator]	-4	-9%	1%	12
O=[N+]([O-])c1cc(C(F)(F)F)ccc1NCCNC(=S)Nc1ccc(Cl)cc1	1%	?	15	-2%	?	10
O=C(Nc1ccccn1)C1CCCN(c2ncnc3c2nc2n3CCCCC2)C1 (stereo not drawn)	6%	4%	7	5%	-25%	-3
CC(=O)OCC(=O)[C@@]1(O)[C@H](C)C[C@H]2[C@@H]3CCC4=CC(=O)C=C[C@]4(C)[C@@]3(F)[C@@H](O)C[C@@]21C	7%	-14%	4	-8%	-12%	10

Screens deposited in PubChem by National Center for Advancing Translational Sciences (NCATS).
